IDE inh: inhibits human insulin-degrading enzyme in HEK cells; FAbetaB cleavage, fluorescence polarization; inhibition, % at 5.59 µM; actives 0.41% (n = 320,000); AID 434962;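 active = percent inhibition above the average of all tested compounds plus 3 SD, set per screening campaign, cut at about 16% in these data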;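 note: IDE supplied by intact live HEK cells; FP after avidin binding of uncleaved biotin substrate so inhibition keeps polarization high; 0% = DMSO wells and 100% = 60 µM reference IDE inhibitor Ii1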
IMP-1 inh: inhibitors of Pseudomonas aeruginosa IMP-1 metallo-beta-lactamase; purified IMP-1, nitrocefin hydrolysis, epi-absorbance fluorescence; inhibition, % at 5.6 µM; actives 0.45% (n = 290,000); AID 1556;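 active = inhibition above the mean plus 3 SD of all compounds in the same screening run, cut at about 4.5% in these data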;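 note: 0% = IMP-1 with DMSO and 100% = DMSO wells lacking enzyme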
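System: purified IMP-1 / Input: IMP-1 dispensed at 0.2 nM / Medium: 50 mM HEPES pH 7.1, 50 µM ZnSO4, 0.05% Brij 35 / Timing: 15 min enzyme–compound preincubation, then 25 min nitrocefin reaction, 25 °C / Technique: plate fluorescence quenching by hydrolysis product, ex 480/em 530 nm / Repeats: singlicate testing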
GalR3 antag: human GalR3 antagonism | actives 0.44% (n = 360,000) | HEK293 GalR3-CNG cAMP membrane potential fluorescence; galR3 body fused to GalR1 C-terminus | O60755 | inhibition, % at 3 µM;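 active = inhibition above the screen-wide average plus 3 SD, cut at about 13% in these data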;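 note: forskolin and galanin both at EC90 stimulate the cells; cAMP rise reported by CNG channel membrane potential dye signal; 0% = forskolin plus galanin with DMSO and 100% = forskolin alone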
SUMO HTRF inh: blocks human SUMOylation mediated by UBC9. P63279. HTRF SUMOylation assay, SAE1/SAE2 + UBC9, in vitro. inhibition, % at 35 µM. actives 0.36% (n = 290,000). AID 2006; in the data active = inhibition above about 50%, passing the limit was not always enough; note: strong numbers were not always called active
IDE act: activators of human insulin-degrading enzyme in cells | P14735 | HEK cells, FAbeta-B cleavage, fluorescence polarization; 0% vehicle, 100% cell-free pure enzyme wells | activation, % at 5.96 µM | actives 0.073% (n = 340,000);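 active = activation above the mean of all tested compounds plus 3 SD, set per screening campaign, cut at about 17% in these data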
CRFR2-BP antag: antagonists of CRF-binding protein/CRF-R2 receptor complex. HEK293 CRF-R2/CRF-BP, CRF-induced calcium fluorescence. inhibition, % at 11.8 µM. AID 588475. actives 0.59% (n = 350,000);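 active = inhibition of the ligand-induced calcium signal above about 50% at the single tested concentration, limit read from the data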
VIM-2 inhibitor: blocks Pseudomonas aeruginosa VIM-2 metallo-beta-lactamase | inhibition, % at 5.6 µM | purified VIM-2, nitrocefin hydrolysis, epi-absorbance fluorescence | actives 0.89% (n = 290,000);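 active = inhibition above the mean of all tested compounds plus 3 SD, cutoff set per screening run, cut at about 7.5% in these data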;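 note: red hydrolysis product quenches plate fluorescence so inhibitors raise well fluorescence; 0% = enzyme with DMSO and 100% = DMSO without enzyme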
p-CIP stab down: lowers stability of the mouse p/CIP coactivator protein; actives 0.01% (n = 290,000); F442A p/CIP-EGFP cells, EGFP fluorescence, 16 h; decrease of EGFP signal, % at 10 µM;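 active = EGFP signal decrease of at least 30% at 10 µM or well 3 SD below plate mean, unless failing retest; inactive = the rest, including hits failing retest or dose response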; note: some compounds called inactive have numbers as strong as hits; many of its hits are not listed in these tables
Target sequence (Q05BA5 1-1403): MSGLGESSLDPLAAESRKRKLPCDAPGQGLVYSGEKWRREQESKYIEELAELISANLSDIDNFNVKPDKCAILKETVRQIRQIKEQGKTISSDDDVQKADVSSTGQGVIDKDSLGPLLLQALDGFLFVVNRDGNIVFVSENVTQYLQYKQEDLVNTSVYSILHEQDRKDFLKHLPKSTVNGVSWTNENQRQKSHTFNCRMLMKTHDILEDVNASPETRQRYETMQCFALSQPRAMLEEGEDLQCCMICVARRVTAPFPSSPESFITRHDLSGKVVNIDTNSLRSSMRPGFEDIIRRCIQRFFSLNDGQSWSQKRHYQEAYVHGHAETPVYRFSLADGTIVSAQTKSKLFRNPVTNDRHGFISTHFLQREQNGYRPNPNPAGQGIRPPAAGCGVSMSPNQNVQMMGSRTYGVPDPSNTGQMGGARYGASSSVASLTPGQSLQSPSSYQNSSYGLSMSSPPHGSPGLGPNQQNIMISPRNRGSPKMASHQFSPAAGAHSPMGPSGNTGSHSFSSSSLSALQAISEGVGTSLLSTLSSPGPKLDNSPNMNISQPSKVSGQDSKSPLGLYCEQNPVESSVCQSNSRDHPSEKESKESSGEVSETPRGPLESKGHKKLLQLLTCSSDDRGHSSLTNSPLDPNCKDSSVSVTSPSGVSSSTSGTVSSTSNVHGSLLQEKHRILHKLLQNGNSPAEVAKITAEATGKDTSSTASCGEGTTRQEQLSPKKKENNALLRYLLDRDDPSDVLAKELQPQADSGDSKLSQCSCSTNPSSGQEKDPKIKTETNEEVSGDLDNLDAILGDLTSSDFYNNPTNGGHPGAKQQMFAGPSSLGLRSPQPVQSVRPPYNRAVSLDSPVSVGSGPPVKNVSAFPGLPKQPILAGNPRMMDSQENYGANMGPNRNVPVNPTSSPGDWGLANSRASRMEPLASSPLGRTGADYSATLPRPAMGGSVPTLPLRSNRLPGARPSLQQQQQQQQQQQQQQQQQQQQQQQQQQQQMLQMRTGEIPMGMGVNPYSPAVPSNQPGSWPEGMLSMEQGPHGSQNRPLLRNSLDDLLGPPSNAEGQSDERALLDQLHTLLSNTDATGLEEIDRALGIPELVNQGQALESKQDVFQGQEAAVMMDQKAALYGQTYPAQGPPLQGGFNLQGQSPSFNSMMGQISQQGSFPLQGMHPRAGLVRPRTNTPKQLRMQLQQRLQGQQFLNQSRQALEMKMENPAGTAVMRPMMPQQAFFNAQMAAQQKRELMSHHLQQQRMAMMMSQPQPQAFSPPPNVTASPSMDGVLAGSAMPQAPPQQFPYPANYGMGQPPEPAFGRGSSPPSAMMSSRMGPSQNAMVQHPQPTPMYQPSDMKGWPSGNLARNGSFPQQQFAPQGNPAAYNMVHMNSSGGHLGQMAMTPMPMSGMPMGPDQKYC
HCV NS3 hel inh: HCV NS3 helicase inhibition; NS3 helicase DNA unwinding, Cy5 molecular beacon fluorescence; inhibition, % at 10.9 µM; actives 0.56% (n = 290,000);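 active = inhibition above the mean of all tested compounds plus 3 SD, set per campaign, cut at about 35% in these data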;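 note: 0% = DMSO wells and 100% = thioflavine S control wells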
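test system = hepatitis C virus NS3 helicase domain fragment enzyme | reagent = annealed dual-labelled DNA beacon duplex, ATP-started | times = 1 h at 25 °C | detection = Cy5 fluorescence, 0 and 60 min reads | read-out basis = percent inhibition from t60/t0 fluorescence ratio | control set = DMSO and thioflavine S | replication = one well per compound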
Starred values were filed as active, the others as inactive; . = not tested or not shown.

IDE inh	IMP-1 inh	GalR3 antag	VIM-2 inhibitor	HCV NS3 hel inh	SUMO HTRF inh	CRFR2-BP antag	IDE act	p-CIP stab down	compound
-3	0.2	-6	-1.1	7	9	0	3	-12	CC1CCCC(C)N1C(=O)CCN1C(=O)C2C3C=CC(C3)C2C1=O (centres undefined)
-2	-3.7	-9	-6.0	-68	-42	-53	4	-6	COc1ccc(C2NCCc3c2[nH]c2ccccc32)cc1COc1ccc(F)cc1 (centres undefined)
2	-1.9	-13	-1.2	-14	15	17	0	-6	CCn1cc(CCC(=O)NCc2ccccc2OC)c2ccccc21
3	-1.2	-3	-2.4	-2	-5	-9	-5	-4	CCCCOc1ccc(Cl)cc1CSc1nnc(C)n1N
3	-3.8	-4	-3.6	-1	-2	15	-2	14	CSc1nc(C)cc(OCC(=O)n2nc(C)cc2C)n1
-2	-3.7	-6	-2.5	37*	10	1	7	-18	COc1ccc(N(CC(=O)NCCC2=CCCCC2)S(=O)(=O)c2c(C)[nH]c(=O)[nH]c2=O)cc1
-8	-2.3	-3	-1.8	-5	6	-7	3	3	CC1=CC(=O)C=C(C)C1=NOC(=O)/C=C\c1ccccc1
7	-5.6	-7	-3.8	53*	18	5	5	-8	Cc1cc(OCc2nnc(SC(C)C(=O)O)n2-c2ccccc2)ccc1Cl (centres undefined)

The listing continues:
IDE inh	IMP-1 inh	GalR3 antag	VIM-2 inhibitor	HCV NS3 hel inh	SUMO HTRF inh	CRFR2-BP antag	IDE act	p-CIP stab down	compound
-2	-0.7	.	0.3	1	15	-31	1	22	Cc1ccc(-c2nc(CS(=O)CC(=O)NC3CCC(C)CC3)c(C)o2)cc1 (centres undefined)
3	-0.3	-3	-0.3	1	17	-2	-1	2	O=C(Nc1nnc(Cc2ccccc2F)s1)Nc1ccccc1F
4	-0.9	-9	-1.9	-14	3	8	-1	-4	O=C(c1cnccn1)N1CCN(c2ccccc2F)CC1
0	-2.2	2	-0.5	-14	-15	-17	5	4	Cc1ccc(NC(=O)C(Cc2ccccc2)NC(=O)OCc2ccccc2)cc1C (centres undefined)
0	-1.2	-3	-1.9	-1	-7	-7	4	-13	CCc1cccc(NC(=O)C2CCCN2S(=O)(=O)c2cccc3cccnc23)c1 (centres undefined)
-2	-2.5	-4	-3.2	-6	8	19	-1	-16	O=C(CSc1n[nH]c(=O)n1C1CC1)NCc1ccccc1
-1	-2.6	12	-3.3	-16	15	3	0	-16	COC(=O)C1=C(C)NC2=C(C(=O)CCC2)C1c1cn(Cc2ccc(Br)cc2)nc1-c1ccccc1 (centres undefined)
6	-2.8	-6	-2.1	8	16	6	-8	-16	COc1cc(Br)c(Br)cc1N

Three structures out of the list, arranged by molecular weight, rising.
IDE inh	IMP-1 inh	GalR3 antag	VIM-2 inhibitor	HCV NS3 hel inh	SUMO HTRF inh	CRFR2-BP antag	IDE act	p-CIP stab down	compound
6	-2.8	-6	-2.1	8	16	6	-8	-16	COc1cc(Br)c(Br)cc1N
0	-1.2	-3	-1.9	-1	-7	-7	4	-13	CCc1cccc(NC(=O)C2CCCN2S(=O)(=O)c2cccc3cccnc23)c1 (centres undefined)
-1	-2.6	12	-3.3	-16	15	3	0	-16	COC(=O)C1=C(C)NC2=C(C(=O)CCC2)C1c1cn(Cc2ccc(Br)cc2)nc1-c1ccccc1 (centres undefined)

The listing continues.
IDE inh	IMP-1 inh	GalR3 antag	VIM-2 inhibitor	HCV NS3 hel inh	SUMO HTRF inh	CRFR2-BP antag	IDE act	p-CIP stab down	compound
4	-3.2	-8	0.5	-16	12	8	1	-14	CCCS(=O)(=O)N1CCCC(C(=O)Oc2ccc(OC)cc2)C1 (centres undefined)
-1	0.8	-7	-0.8	6	-3	2	0	0	CCN1CCN(C(=O)c2ccc(CS(=O)Cc3ccc(C)cc3)o2)CC1 (centres undefined)
13	-3.2	-6	0.7	29	8	-13	-2	8	CC(C)(C)c1ccc(/C=C2\Oc3cc(O)ccc3C2=O)cc1
-4	-1.0	5	-1.2	1	0	3	3	-5	O=C(Nc1ncc(Cl)cc1Cl)c1c(F)cccc1Cl
-4	-1.2	1	-1.5	-6	4	16	3	-14	C#CCOC(=O)/C(=C/C=C/c1ccccc1)NC(=O)c1ccccc1
1	-0.6	-3	-1.5	20	-12	-23	3	0	Cc1csc(NC(=S)Nc2cccc(Cl)c2)n1
5	-1.3	-1	0.0	-9	12	-42	3	-10	O=S(=O)(Nc1ccc(O)c(Sc2nc3ccccc3s2)c1)c1ccc(Cl)cc1
-1	-2.6	-1	-3.8	13	12	-4	-2	-10	Cc1ccc(N=Nc2c(C)[nH]n(C(N)=S)c2=O)cc1C

Fetched by compound from the entries so far (5):
IDE inh	IMP-1 inh	GalR3 antag	VIM-2 inhibitor	HCV NS3 hel inh	SUMO HTRF inh	CRFR2-BP antag	IDE act	p-CIP stab down	compound
1	-0.6	-3	-1.5	20	-12	-23	3	0	Cc1csc(NC(=S)Nc2cccc(Cl)c2)n1
-4	-1.0	5	-1.2	1	0	3	3	-5	O=C(Nc1ncc(Cl)cc1Cl)c1c(F)cccc1Cl
-4	-1.2	1	-1.5	-6	4	16	3	-14	C#CCOC(=O)/C(=C/C=C/c1ccccc1)NC(=O)c1ccccc1
4	-3.2	-8	0.5	-16	12	8	1	-14	CCCS(=O)(=O)N1CCCC(C(=O)Oc2ccc(OC)cc2)C1 (centres undefined)
-1	0.8	-7	-0.8	6	-3	2	0	0	CCN1CCN(C(=O)c2ccc(CS(=O)Cc3ccc(C)cc3)o2)CC1 (centres undefined)

The list goes on:
IDE inh	IMP-1 inh	GalR3 antag	VIM-2 inhibitor	HCV NS3 hel inh	SUMO HTRF inh	CRFR2-BP antag	IDE act	p-CIP stab down	compound
0	-0.7	-10	-0.6	0	16	15	6	-12	O=C(Nc1cccc2c1CCCC2)c1ccccc1Cl
9	-6.6	-6	-3.4	8	-7	-8	2	-2	O=C(Nc1cccc2cccnc12)c1cccnc1
2	-1.6	-12	15*	-1	20	12	.	-11	Cc1ccc2nc(C)c3c(c2c1)N(c1ccccc1)CC3
5	-3.9	-9	-5.6	2	-2	-15	-1	-3	O=c1c2cc(F)ccc2[nH]c(=S)n1Cc1ccc(F)cc1
2	0.1	-4	-0.2	4	-2	-4	-2	-15	CCc1ccc(NC(=O)CSc2nc3ccsc3c(=O)n2CCC(=O)O)cc1
7	-0.6	-2	-2.2	0	1	7	4	-1	COC(=O)c1sccc1NC(=O)CSc1nnnn1-c1ccccc1F
3	-2.5	0	-1.5	4	1	13	4	5	O=C(O)c1csc(Cc2ccccc2)n1
6	-2.8	-2	-2.9	-7	-3	-2	4	3	CC(=O)Nc1ccc(CC#N)cc1

Molecules listed so far that contain two or more sulfur atoms:
IDE inh	IMP-1 inh	GalR3 antag	VIM-2 inhibitor	HCV NS3 hel inh	SUMO HTRF inh	CRFR2-BP antag	IDE act	p-CIP stab down	compound
1	-0.6	-3	-1.5	20	-12	-23	3	0	Cc1csc(NC(=S)Nc2cccc(Cl)c2)n1
5	-1.3	-1	0.0	-9	12	-42	3	-10	O=S(=O)(Nc1ccc(O)c(Sc2nc3ccccc3s2)c1)c1ccc(Cl)cc1
2	0.1	-4	-0.2	4	-2	-4	-2	-15	CCc1ccc(NC(=O)CSc2nc3ccsc3c(=O)n2CCC(=O)O)cc1
7	-0.6	-2	-2.2	0	1	7	4	-1	COC(=O)c1sccc1NC(=O)CSc1nnnn1-c1ccccc1F

Next results:
IDE inh	IMP-1 inh	GalR3 antag	VIM-2 inhibitor	HCV NS3 hel inh	SUMO HTRF inh	CRFR2-BP antag	IDE act	p-CIP stab down	compound
1	-1.5	-3	-1.0	3	-22	-1	2	4	C=C(C)COc1ccc2oc(C)c(C(=O)OCCOC)c2c1
1	-4.9	-8	-2.9	-2	-9	3	6	-8	CC12CC3CC(C)(C1)CC(C(=O)Nc1nn[nH]n1)(C3)C2
2	-2.3	3	-0.8	2	-1	20	1	-5	COc1ccc(OC)c(S(=O)(=O)NCCO)c1
2	-2.9	.	-3.9	2	-15	.	.	-10	O=C(Cc1ccccc1[N+](=O)[O-])OCc1cccc([N+](=O)[O-])c1
1	0.3	-2	-3.0	-2	5	7	6	-9	CC(=O)Nc1ccc(S(=O)(=O)Nc2ccc(Cl)nn2)cc1
-1	-1.8	.	-0.2	-22	-18	-7	4	1	O=C(CSc1nc2ccccc2nc1N1CCCC1)Nc1ccc(Cl)cc1
4	-1.8	.	-2.8	-5	6	1	3	-15	COc1ccc(NC(=O)c2ocnc2C)cc1OC
3	-0.6	1	-2.9	6	6	-5	6	-1	Cc1ccc(-n2nc3c(c2NC(=O)c2cccs2)CS(=O)(=O)C3)cc1

(next part)
IDE inh	IMP-1 inh	GalR3 antag	VIM-2 inhibitor	HCV NS3 hel inh	SUMO HTRF inh	CRFR2-BP antag	IDE act	p-CIP stab down	compound
1	0.2	-5	-0.9	-4	30	-9	8	-6	CC(C)NC(=O)Nc1cccc(Cl)c1
13	-3.8	-2	-4.4	-2	9	-30	-3	-16	CN(Cc1ccccc1)C(=O)c1cnc2n(c1=O)CCS2
-3	-0.7	-2	2.1	-5	-4	-5	7	3	COc1ccc(CCN2C(=O)CCC2(C)C(=O)NC2CCCC2)cc1OC (centres undefined)
0	-0.9	-4	-0.3	-5	8	5	0	3	CC(=O)OCC1OC(n2ccc(=O)[nH]c2=O)C(O)C1O (centres undefined)
8	2.1	-1	-0.4	26	8	-3	3	2	Oc1c(Cl)cc(Cl)cc1C(C#Cc1ccccc1)N1CCOCC1 (centres undefined)
3	-0.1	-3	-4.5	-3	13	-9	-4	4	COC(CNC(=O)C(C)n1nc(C)c2ccccc21)OC (centres undefined)
-1	-2.9	0	2.6	6	-3	3	5	-3	O=C(CC1S/C(=N\S(=O)(=O)c2ccc(F)cc2)N(c2ccccc2)C1=O)Nc1ccccc1 (centres undefined)
3	-1.3	-2	-1.4	-5	22	-11	1	-8	COc1ccc(Cc2nc(-c3cccs3)no2)cc1OC

The results go on:
IDE inh	IMP-1 inh	GalR3 antag	VIM-2 inhibitor	HCV NS3 hel inh	SUMO HTRF inh	CRFR2-BP antag	IDE act	p-CIP stab down	compound
-7	-4.1	0	-5.6	-11	4	-16	5	-1	CC[N+](CC)(CC)C/C(N)=N/O
8	-6.0	-4	4.6	-36	2	-9	5	-2	CCN1CCCC1CN(Cc1cc2ccc(C)cc2[nH]c1=O)C(=S)Nc1cccc(OC)c1 (centres undefined)
-7	-2.4	-2	-2.9	-2	-9	22	5	2	COc1cc2c(cc1OC)C(SC)=NC(C)(C)C2
1	-5.6	-2	-2.1	-6	4	-2	1	-9	COc1ccc(NC(=O)c2ccc(COCC(F)(F)C(F)F)cc2)cc1OC
2	0.1	-3	1.9	-22	14	-11	1	-7	C1CC2CN(c3nc4nonc4nc3N3CCSCC3)CCN2C1 (centres undefined)
3	-1.6	-10	-3.0	7	10	-4	-1	-20	CC1CCCN(S(=O)(=O)c2ccc(NC(=O)C3CCN(C(=O)c4ccco4)CC3)cc2)C1 (centres undefined)

Bioassay records deposited in PubChem BioAssay by several laboratories.

Compounds were not picked by outcome. About 3.2% of those tested had a hit in this group.
